MEKK2wt PB1 HTS: raises or lowers MEK5 binding to wildtype human MEKK2 PB1 domain. Q9Y2U5. bead flow cytometry, Alexa488-MEK5 binding to MEKK2 WT; actives lie on both sides. binding response (% of control), % at 10 µM. 290,000 tested, 1.1% active. AID 1531; in the data active = binding response below about 67% or above about 130%
UBC9 SUMO inh: SUMOylation inhibition; P63279; HTRF SUMOylation assay, SAE1/SAE2 + UBC9, in vitro; inhibition, % at 35 µM; 290,000 tested, 0.36% active; AID 2006; in the data active = inhibition above about 50%, passing the limit was not always enough; note: strong numbers were not always called active
Target sequence (P63279 whole entry, looked up): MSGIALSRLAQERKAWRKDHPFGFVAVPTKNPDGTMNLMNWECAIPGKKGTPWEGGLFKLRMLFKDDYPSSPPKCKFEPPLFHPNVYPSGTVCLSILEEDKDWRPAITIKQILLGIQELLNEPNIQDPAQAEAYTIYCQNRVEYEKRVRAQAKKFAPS
NALP1 yeast inh: inhibitors of NALP1 inflammasome in yeast; inhibition, % at 10 µM; AID 2071; S. cerevisiae NALP1/ASC/caspase-1 growth, X-gal OD620, 72 h; 280,000 tested, 0.61% active; in the data active = inhibition mostly above about 24%, no sharp cut-off; inactive = mostly below about 32%; note: some compounds called inactive have numbers as strong as hits
PfM18AAP inh: blocks P. falciparum M18 aspartyl aminopeptidase; recombinant PfM18AAP, H-Glu-NHMec fluorogenic cleavage; inhibition, % at 7.35 µM; 290,000 tested, 1.2% active; AID 1822;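 active = inhibition above the campaign mean inhibition over all tested compounds plus 3 SD, cut at about 28% in these data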;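 note: 0% = plate median of test compound wells and 100% = 2 mM ZnCl2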
VIM-2 inhibitor: blocks Pseudomonas aeruginosa VIM-2 metallo-beta-lactamase; inhibition, % at 5.6 µM; AID 1527; 290,000 tested, 0.89% active; purified VIM-2, nitrocefin hydrolysis, epi-absorbance fluorescence;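 active = inhibition above the mean of all tested compounds plus 3 SD, cutoff set per screening run, cut at about 7.5% in these data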;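 note: red hydrolysis product quenches plate fluorescence so inhibitors raise well fluorescence; 0% = enzyme with DMSO and 100% = DMSO without enzyme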
MEKK2mut PB1 HTS: signal of MEK5 binding to mutant human MEKK2 PB1 domain; bead flow cytometry, Alexa488-MEK5 binding to MEKK2 mutant; percent response, % at 10 µM; 290,000 tested, 0.35% active; AID 1530; in the data active = percent response above about 24%, passing the limit was not always enough; note: inactives centre near 1; some results filed as inactive read as strong as hits
IMP-1 inhibitor: blocks Pseudomonas aeruginosa IMP-1 metallo-beta-lactamase; purified IMP-1, nitrocefin hydrolysis, epi-absorbance fluorescence; inhibition, % at 5.6 µM; 290,000 tested, 0.45% active;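 active = inhibition above the mean plus 3 SD of all compounds in the same screening run, cut at about 4.5% in these data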;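 note: 0% = IMP-1 with DMSO and 100% = DMSO wells lacking enzyme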
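System: Purified recombinant IMP-1 metallo-beta-lactamase enzyme | Measured by: Fluorescence quenching readout, ex 480/em 530 nm | Replication: Singlicate | Incubation: 15 min preincubation plus 25 min reaction at 25 °C | Evaluation: Percent inhibition from optical density relative to buffer-blank wells | Benchmarks: DMSO with and without IMP-1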
NS3 helicase inh: blocks Hepatitis C virus NS3 helicase unwinding; inhibition, % at 10.9 µM; 290,000 tested, 0.56% active; NS3 helicase DNA unwinding, Cy5 molecular beacon fluorescence;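 active = inhibition above the mean of all tested compounds plus 3 SD, set per campaign, cut at about 35% in these data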;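 note: 0% = DMSO wells and 100% = thioflavine S control wells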
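Compound dosing – single dose, 10.9 µM nominal final, DMSO 0.8% final · System – NS3 helicase fragment of HCV · Buffer or medium – MOPS pH 6.5, MgCl2, DTT, Tween20, BSA · Signal – Cy5 beacon fluorescence read at start and 1 h · Also added – annealed dual-labelled DNA beacon duplex, ATP-started · Schedule – 1 h at 25 °C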
DNA FID counter: displaces DNA intercalator in HCV helicase counter-screen. 290,000 tested, 0.17% active. AID 1845. DNA fluorescent intercalator displacement, fluorescence. inhibition, % at 7.9 µM; in the data active = inhibition above about 37%;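 note: 0% = vehicle and 100% = reference compound; higher means more ethidium bromide displaced from hairpin DNA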
An asterisk follows results filed as active.

How did COc1ccc(N2CCN(S(=O)(=O)c3ccc(-n4cnnn4)c(C)c3)CC2)cc1 do in these assays?
MEKK2wt PB1 HTS: 95; UBC9 SUMO inh: 15; NALP1 yeast inh: 31; PfM18AAP inh: 0; VIM-2 inhibitor: -1.0; MEKK2mut PB1 HTS: -3; IMP-1 inhibitor: -0.4; NS3 helicase inh: 3; DNA FID counter: -1

How did CCCCOC(=O)c1[nH]c2c(c1C)C(=O)CC(c1cc(OC)c(OC)c(OC)c1)C2 (stereo not drawn) do in these assays?
MEKK2wt PB1 HTS: 98; UBC9 SUMO inh: -14; NALP1 yeast inh: 24; PfM18AAP inh: -5; VIM-2 inhibitor: -4.2; MEKK2mut PB1 HTS: 0; IMP-1 inhibitor: -1.6; NS3 helicase inh: 0; DNA FID counter: -26

What do the screens show for `CC(OC(=O)C1CCN(S(=O)(=O)c2ccccc2)CC1)C(=O)Nc1ncc(Cl)cc1Cl` (stereo not drawn)?
MEKK2wt PB1 HTS: 118; UBC9 SUMO inh: 15; NALP1 yeast inh: 10; PfM18AAP inh: 0; VIM-2 inhibitor: -1.9; MEKK2mut PB1 HTS: 5; IMP-1 inhibitor: -1.9; NS3 helicase inh: -3; DNA FID counter: -28

Results for Cc1[nH]c2ccccc2c1/C=N/NC(=O)Nc1ccccc1 ?
MEKK2wt PB1 HTS: 109; UBC9 SUMO inh: -5; NALP1 yeast inh: 4; PfM18AAP inh: 4; VIM-2 inhibitor: -2.5; MEKK2mut PB1 HTS: 0; IMP-1 inhibitor: -1.5; NS3 helicase inh: -6; DNA FID counter: 7

How did CCCC(=O)N(C)c1nnc(-c2ccc(OC)cc2)s1 do in these assays?
MEKK2wt PB1 HTS: 102; UBC9 SUMO inh: 22; NALP1 yeast inh: 2; PfM18AAP inh: 14; VIM-2 inhibitor: -2.4; MEKK2mut PB1 HTS: 3; IMP-1 inhibitor: -4.0; NS3 helicase inh: -1; DNA FID counter: -4

Results for Cc1cc(C)n(-c2nnc(Cl)c3ccccc23)n1 ?
MEKK2wt PB1 HTS: 95; UBC9 SUMO inh: 21; NALP1 yeast inh: 5; PfM18AAP inh: -1; VIM-2 inhibitor: -1.8; MEKK2mut PB1 HTS: -7; IMP-1 inhibitor: -1.0; NS3 helicase inh: -9; DNA FID counter: -2

Results for O=C(O)c1ccccc1C(c1ccc(O)cc1)c1ccc(O)cc1 ?
MEKK2wt PB1 HTS: 102; UBC9 SUMO inh: 3; NALP1 yeast inh: 20; PfM18AAP inh: -13; VIM-2 inhibitor: 0.0; MEKK2mut PB1 HTS: 2; IMP-1 inhibitor: 1.8; NS3 helicase inh: 5; DNA FID counter: -5

What do the screens show for `CC1(C)CCCN(Cc2c(O)ccc3c(=O)c(-c4nc5ccccc5s4)c(N)oc23)C1`?
MEKK2wt PB1 HTS: 114; UBC9 SUMO inh: 5; NALP1 yeast inh: -4; PfM18AAP inh: 1; VIM-2 inhibitor: -3.7; MEKK2mut PB1 HTS: 0; IMP-1 inhibitor: -2.5; NS3 helicase inh: 0; DNA FID counter: 0

What do the screens show for `CC(=O)c1ccc(NC(=O)C(C)NCc2ccccc2Cl)cc1` (stereo not drawn)?
MEKK2wt PB1 HTS: 100; UBC9 SUMO inh: -3; NALP1 yeast inh: 2; PfM18AAP inh: -3; VIM-2 inhibitor: -1.8; MEKK2mut PB1 HTS: -2; IMP-1 inhibitor: -2.4; NS3 helicase inh: 5; DNA FID counter: -6

How did O=C(Nc1ccc(S(=O)(=O)N2CCCCC2)cc1)c1ccccc1Cl do in these assays?
MEKK2wt PB1 HTS: 97; UBC9 SUMO inh: 18; NALP1 yeast inh: -5; PfM18AAP inh: -4; VIM-2 inhibitor: -2.2; MEKK2mut PB1 HTS: 2; IMP-1 inhibitor: -1.1; NS3 helicase inh: -1; DNA FID counter: -16

What do the screens show for `COc1ccc(-c2nnc(SCC(=O)NCCc3ccccc3)o2)cc1`?
MEKK2wt PB1 HTS: 107; UBC9 SUMO inh: 8; NALP1 yeast inh: -62; PfM18AAP inh: -9; VIM-2 inhibitor: -0.8; MEKK2mut PB1 HTS: 3; IMP-1 inhibitor: -2.3; NS3 helicase inh: -1; DNA FID counter: -19

How did CCOC(=O)N1CCN(C(=O)CCNS(=O)(=O)c2cc(Br)cnc2N)CC1 do in these assays?
MEKK2wt PB1 HTS: 98; UBC9 SUMO inh: 2; NALP1 yeast inh: 7; PfM18AAP inh: -9; VIM-2 inhibitor: -2.4; MEKK2mut PB1 HTS: -1; IMP-1 inhibitor: -1.6; NS3 helicase inh: -3; DNA FID counter: -7

What do the screens show for `COc1cccc(C(=O)N2N=C(c3cccc(OC)c3)CC2(O)C(F)(F)F)c1` (stereo not drawn)?
MEKK2wt PB1 HTS: 93; UBC9 SUMO inh: 15; NALP1 yeast inh: -6; PfM18AAP inh: -5; VIM-2 inhibitor: -0.7; MEKK2mut PB1 HTS: -2; IMP-1 inhibitor: -1.7; NS3 helicase inh: -9; DNA FID counter: -13

How did CCOc1ccc(C(CCc2ccccc2)NC(=O)c2ccccc2F)cc1OCC (stereo not drawn) do in these assays?
MEKK2wt PB1 HTS: 111; UBC9 SUMO inh: -6; NALP1 yeast inh: 11; PfM18AAP inh: -2; VIM-2 inhibitor: 0.7; MEKK2mut PB1 HTS: 6; IMP-1 inhibitor: -5.1; NS3 helicase inh: 9; DNA FID counter: -15

What do the screens show for `CC(=O)c1c(N2CCOCC2)nc2ccc(Cl)cc2c1-c1ccccc1`?
MEKK2wt PB1 HTS: 98; UBC9 SUMO inh: 1; NALP1 yeast inh: -7; PfM18AAP inh: 4; VIM-2 inhibitor: -1.5; MEKK2mut PB1 HTS: 6; IMP-1 inhibitor: -2.3; NS3 helicase inh: -4; DNA FID counter: -10

How did COc1ccc(Nc2cc(Cl)ccc2C(=O)O)cn1 do in these assays?
MEKK2wt PB1 HTS: 92; UBC9 SUMO inh: 31; NALP1 yeast inh: 16; PfM18AAP inh: 4; VIM-2 inhibitor: -0.6; MEKK2mut PB1 HTS: -7; IMP-1 inhibitor: -2.2; NS3 helicase inh: 22; DNA FID counter: -16

What do the screens show for `Cc1nc2ccccn2c1/C(O)=C1\C(=O)C(=O)N(CCN2CCOCC2)C1c1ccncc1` (stereo not drawn)?
MEKK2wt PB1 HTS: 107; UBC9 SUMO inh: 29; NALP1 yeast inh: 17; PfM18AAP inh: 3; VIM-2 inhibitor: -3.4; MEKK2mut PB1 HTS: 10; IMP-1 inhibitor: -3.3; NS3 helicase inh: -1; DNA FID counter: 9

How did O=C(CN1CCCN(S(=O)(=O)c2ccc(F)cc2)CC1)Nc1c(Cl)cccc1Cl do in these assays?
MEKK2wt PB1 HTS: 105; UBC9 SUMO inh: 1; NALP1 yeast inh: 20; PfM18AAP inh: -6; VIM-2 inhibitor: -0.4; MEKK2mut PB1 HTS: 0; IMP-1 inhibitor: -1.3; NS3 helicase inh: -8; DNA FID counter: -34

Results for COc1ccc(CC(=O)NC(c2ccccc2)c2ccccc2)cc1S(=O)(=O)N1CCOCC1 ?
MEKK2wt PB1 HTS: 111; UBC9 SUMO inh: -3; NALP1 yeast inh: 28; PfM18AAP inh: -2; VIM-2 inhibitor: -1.4; MEKK2mut PB1 HTS: 6; IMP-1 inhibitor: -2.8; NS3 helicase inh: 0; DNA FID counter: -23

How did O=C(NCCCn1ccnc1)C(=O)NCC(c1ccco1)N1CCN(c2ccccc2)CC1 (stereo not drawn) do in these assays?
MEKK2wt PB1 HTS: 92; UBC9 SUMO inh: 13; NALP1 yeast inh: -7; PfM18AAP inh: 4; VIM-2 inhibitor: -1.6; MEKK2mut PB1 HTS: 1; IMP-1 inhibitor: -0.8; NS3 helicase inh: -6; DNA FID counter: 21

Results for CC(=O)c1cn(CCCCCCCCCCn2cc(C(C)=O)c(=O)[nH]c2=O)c(=O)[nH]c1=O ?
MEKK2wt PB1 HTS: 100; UBC9 SUMO inh: -15; NALP1 yeast inh: 4; PfM18AAP inh: -14; VIM-2 inhibitor: 0.4; MEKK2mut PB1 HTS: 0; IMP-1 inhibitor: -2.3; NS3 helicase inh: 2; DNA FID counter: -4

How did CCn1c(SCC(=O)Nc2cccc(OC)c2)nc2ccccc2c1=O do in these assays?
MEKK2wt PB1 HTS: 109; UBC9 SUMO inh: 4; NALP1 yeast inh: 4; PfM18AAP inh: 6; VIM-2 inhibitor: 1.1; MEKK2mut PB1 HTS: 9; IMP-1 inhibitor: -4.1; NS3 helicase inh: 0; DNA FID counter: -19

How did O=C(NCCc1ccccc1)c1ccccc1SCC(=O)N1CCCC1 do in these assays?
MEKK2wt PB1 HTS: 117; UBC9 SUMO inh: 8; NALP1 yeast inh: 1; PfM18AAP inh: 7; VIM-2 inhibitor: -4.4; MEKK2mut PB1 HTS: 8; IMP-1 inhibitor: -3.4; NS3 helicase inh: -10; DNA FID counter: -5

What do the screens show for `COC(=O)c1ccc(Cn2c(O)c(N=O)c3ccccc32)o1`?
MEKK2wt PB1 HTS: 106; UBC9 SUMO inh: 8; NALP1 yeast inh: -3; PfM18AAP inh: 4; VIM-2 inhibitor: -1.4; MEKK2mut PB1 HTS: 11; IMP-1 inhibitor: -2.1; NS3 helicase inh: 7; DNA FID counter: -9

Results for O=C(CN1CCN(S(=O)(=O)c2ccc(Br)cc2)CC1)N/N=C/c1ccc(Cl)c([N+](=O)[O-])c1 ?
MEKK2wt PB1 HTS: 104; UBC9 SUMO inh: -8; NALP1 yeast inh: 8; PfM18AAP inh: -3; VIM-2 inhibitor: -2.9; MEKK2mut PB1 HTS: 23; IMP-1 inhibitor: -4.6; NS3 helicase inh: 0; DNA FID counter: -4

Results for COc1ccc(C(C(=O)NC2CCCCC2)N(CC2CCCO2)C(=O)C2COc3ccccc3O2)cc1OC (stereo not drawn) ?
MEKK2wt PB1 HTS: 104; UBC9 SUMO inh: 17; NALP1 yeast inh: 4; PfM18AAP inh: -1; VIM-2 inhibitor: -1.2; MEKK2mut PB1 HTS: 7; IMP-1 inhibitor: -2.9; NS3 helicase inh: 1; DNA FID counter: -12

Results for Clc1ccccc1Cn1nnc(-c2ccccc2)n1 ?
MEKK2wt PB1 HTS: 101; UBC9 SUMO inh: -17; NALP1 yeast inh: -6; PfM18AAP inh: 1; VIM-2 inhibitor: -2.4; MEKK2mut PB1 HTS: -1; IMP-1 inhibitor: -1.4; NS3 helicase inh: -8; DNA FID counter: -4

Entries above that have a furan ring, fused or not:
How did O=C(NCCCn1ccnc1)C(=O)NCC(c1ccco1)N1CCN(c2ccccc2)CC1 (stereo not drawn) do in these assays?
MEKK2wt PB1 HTS: 92; UBC9 SUMO inh: 13; NALP1 yeast inh: -7; PfM18AAP inh: 4; VIM-2 inhibitor: -1.6; MEKK2mut PB1 HTS: 1; IMP-1 inhibitor: -0.8; NS3 helicase inh: -6; DNA FID counter: 21

What do the screens show for `COC(=O)c1ccc(Cn2c(O)c(N=O)c3ccccc32)o1`?
MEKK2wt PB1 HTS: 106; UBC9 SUMO inh: 8; NALP1 yeast inh: -3; PfM18AAP inh: 4; VIM-2 inhibitor: -1.4; MEKK2mut PB1 HTS: 11; IMP-1 inhibitor: -2.1; NS3 helicase inh: 7; DNA FID counter: -9
